Screens: PubChem, Sanford-Burnham Center for Chemical Genomics
H9c2 TAG inh – triacylglycerol accumulation inhibition. inhibition, % at 12.5 µM. actives 0.66% (n = 230,000). H9c2 cells, Nile Red lipid (TAG) fluorescence; cells loaded with 200 µM oleic acid;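 active means pattern-corrected inhibition of lipid staining of at least 50% with the nuclear-stain viability signal not falling by more than 50%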;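 further: 0% = DMSO wells and 100% = triacsin C control wells; some results filed as inactive read as strong as hits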
H9c2 TAG inh DAPI viability – recorded beside H9c2 TAG inh, whose call it bears; DAPI nuclei signal change (viability), lower = more cytotoxic, %;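 whole-well DAPI fluorescence read on a plate reader as a viability signal; minus 50 percent equals half of cells still viable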
Starred values were filed as active, the others as inactive.

#	molecule	H9c2 TAG inh	H9c2 TAG inh DAPI viability
1	CCOC(=O)C1=C(O)C(=O)N(c2ccccc2)C1c1cccc([N+](=O)[O-])c1 (stereo not given)	-6	5
2	CCOC(=O)c1c(C)n(C)c2ccc(OCC(O)CN3CCC(C)CC3)cc12 (stereo not given)	-32	4
3	CCOC(=O)c1nn(C23CC4CC(CC(C4)C2)C3)c2c1C(=O)N(c1ccc(C)cc1)C2=O	15	-7
4	Cc1ccnc(NS(=O)(=O)c2ccc(Cl)nc2)c1	-4	12
5	NC(=O)c1ccsc1NC(=O)COC(=O)Cc1cccc2ccccc12	-16	0
6	Cc1ccc(C)c(OCCC(=O)OCC(=O)NC(=O)NCc2ccccc2)c1	7	-5
7	Fc1cccc(NC(=S)N2CCc3ccccc32)c1	-20	1
8	Cc1ccc(C)c(NS(=O)(=O)c2cc(Br)cnc2N)c1	9	-3
9	Cc1ccc(S(=O)(=O)N2CCN(c3cccc(C)c3)CC2)cc1	-5	3
10	O=C(Nc1ccccc1)N1CCSCC1	10	-5
11	COc1ccccc1NC(=O)C(C)OC(=O)C1CCC(C(C)(C)C)CC1 (stereo not given)	-17	-5
12	CC(=O)Nc1ccc(C(=O)COC(=O)c2ccco2)c(F)c1	8	0
13	O=C(O)/C=C/C(=O)NCC1CCC(CNC(=O)/C=C/C(=O)O)CC1 (stereo not given)	1	0
14	COCCNC(=O)C1CCC(Cn2c(=S)[nH]c3ccccc3c2=O)CC1 (stereo not given)	-5	23
15	S=c1[nH]nc(-c2cccnc2)o1	-10	8

#	molecule	H9c2 TAG inh	H9c2 TAG inh DAPI viability
16	Cc1ccccc1NS(=O)(=O)c1ccc(OCC(=O)NCC2CCCO2)cc1 (stereo not given)	2	-4
17	COc1ccc(C(=O)c2ccccc2)cc1CN1CCOCC1	6	5
18	CCOc1ccc(NC(=O)CSc2nnc(N)s2)c([N+](=O)[O-])c1	-1	13
19	Cc1ncc([N+](=O)[O-])n1Cc1ccc(Cl)cc1	-4	-3
20	N#Cc1ccc(Oc2ccc(S(=O)(=O)N3CCCCC3)cn2)cc1	17	-1
21	C/C(=N\N=C1\NC(=O)C(CC(=O)Nc2ccc(C)c(Cl)c2)S1)C(C)C (stereo not given)	-10	2
22	COc1cc(C(=O)NC(C)c2cccc3ccccc23)cc(OC)c1OC (stereo not given)	14	-6
23	Cc1nn(C)c(Cl)c1CN1CCC(CO)(CCOc2ccccc2)CC1	-12	-1
24	O=C(O)Cc1nc2nc3c(c(=O)n2[nH]1)CCCC3	1	-10
25	CC(C)(C)CC(C)(C)NC(=O)c1ccc2snnc2c1	-4	0
26	Cc1nn(C)cc1C(C)NC(=O)c1cc(COc2cccc3cnccc23)on1 (stereo not given)	-12	-3
27	COC(=O)c1[nH]c2ccc(Cl)cc2c1NC(=O)Oc1ccccc1	8	5
28	C=CCn1c(=O)c2ccccc2n2c(Sc3nnnn3-c3ccccc3)nnc12	-14	-5
29	Cn1c2ccccc2c2cc(/C=N/NC(=O)c3ccc(N)cc3)ccc21	31	-2
30	O=C(CSc1ccccn1)N1CCc2ccccc21	-2	3

#	molecule	H9c2 TAG inh	H9c2 TAG inh DAPI viability
31	CC(C)COC(=O)Nc1nnc(Cc2ccccc2)s1	-3	-2
32	CCOc1ccccc1N1CCN(C(=O)CN2C(=O)NC3(CCCC3)C2=O)CC1	16	-2
33	Cc1cccc(C(=O)N2CCCC(Nc3ccc(F)c(F)c3)C2)n1 (stereo not given)	-25	-3
34	COc1ccccc1NC(=S)N(Cc1cccnc1)Cc1ccccc1Cl	4	-3
35	CCN(C(=O)C(=O)c1c[nH]c2ccccc12)c1ccccc1	11	-4
36	CCCn1c(SCC(=O)Nc2ccc(C)c(S(=O)(=O)N3CCOCC3)c2)n[nH]c1=O	-6	8
37	Cc1cc(Nc2ccc(F)cc2C)n2nc(C)nc2n1	0	-3
38	COc1ccccc1NS(=O)(=O)c1ccc(OC)c(OC)c1	-9	3
39	COc1ccc(N2CCN(C(=O)COC(=O)/C=C/c3ccc(OC(F)F)cc3)CC2)cc1	5	1
40	O=C(Nc1ccc(C(=O)N2CCOCC2)cc1)C1CC1	7	-3
41	COC(=O)c1ccc2[nH]c(C)cc(=O)c2c1	-1	-5
42	CC1(Oc2ccc3ccccc3c2)CCN(Cc2cccn2-c2nccs2)C1 (stereo not given)	-22	13
43	Oc1ccc(Br)cc1-c1cc(-c2ccccc2Cl)[nH]n1	-21	7
44	Cc1ccc(CNC(=O)Cn2cccc2C(=O)c2ccccc2C)cc1	-7	7
45	C/C=C/C=C/C(=O)N1CC2(CC(c3cccc(NC(=O)CCCCC)c3)=NO2)C[C@H]1C(N)=O (stereo not given in full)	10	-9

Arranged by length of the SMILES (ascending): three of the compounds above
#	molecule	H9c2 TAG inh	H9c2 TAG inh DAPI viability
31	CC(C)COC(=O)Nc1nnc(Cc2ccccc2)s1	-3	-2
43	Oc1ccc(Br)cc1-c1cc(-c2ccccc2Cl)[nH]n1	-21	7
35	CCN(C(=O)C(=O)c1c[nH]c2ccccc12)c1ccccc1	11	-4

2 compounds picked at random from the list so far:
#	molecule	H9c2 TAG inh	H9c2 TAG inh DAPI viability
43	Oc1ccc(Br)cc1-c1cc(-c2ccccc2Cl)[nH]n1	-21	7
44	Cc1ccc(CNC(=O)Cn2cccc2C(=O)c2ccccc2C)cc1	-7	7

The list continues:
#	molecule	H9c2 TAG inh	H9c2 TAG inh DAPI viability
46	COc1ccc2c(Cl)c(C(=O)NC3CCS(=O)(=O)C3)sc2c1 (stereo not given)	5	1
47	COc1ccc2c(c1OC)OCC2C (stereo not given)	14	1
48	O=C(/C(=C(\O)c1ccccc1)c1ncc[nH]1)c1ccccc1	3	5
49	COc1cccc(C(NC(C)=O)c2nc(-c3cccs3)cs2)c1 (stereo not given)	-20	9
50	COc1cccc(C(NC(C)=O)c2nc(-c3ccc4ccccc4c3)cs2)c1 (stereo not given)	-1	-6
51	CCOC(=O)c1c(-c2ccccc2)csc1NC(=O)CSc1nc(C)cc(C)n1	-5	-2
52	O=C1c2cccc3cccc(c23)C(=O)N1CCN1CCN(CC(O)COc2ccc3ccccc3c2)CC1 (stereo not given)	-10	33
53	CC(C)CN(C(=O)COC(=O)c1cnc(Cl)c(Cl)c1)c1c(N)n(Cc2ccccc2)c(=O)[nH]c1=O	-8	6
54	O=C(CCCOc1ccccc1)Nc1cc(S(=O)(=O)N2CCOCC2)ccc1N1CCOCC1	-1	-14
55	Cc1ccc(O)c(C(=O)c2cnc3c(c2)COc2ccc(C)cc2-3)c1	-7	-13
56	COc1cccc(NC(=O)CNC(C)CCC(C)C)c1 (stereo not given)	38	-38
57	CCN(C(=O)COC(=O)c1cccnc1SC)C1CCCCC1	11	-10
58	Cc1cc(C)cc(OCC(=O)N(Cc2cccs2)C2CCS(=O)(=O)C2)c1 (stereo not given)	15	-4
59	CCN(C(=O)COC(=O)c1cccc2ccccc12)c1c(N)n(Cc2ccccc2)c(=O)[nH]c1=O	9	-3
60	O=C(CN1CCN(CC(=O)Nc2ccccc2Cl)CC1)NCC1(N2CCCCC2)CCCCC1	20	-10

#	molecule	H9c2 TAG inh	H9c2 TAG inh DAPI viability
61	Cc1cccc(C)c1NC(=O)C1=C(O)c2sccc2N(C)S1(=O)=O	-5	1
62	CC(C)[C@H](NS(=O)(=O)c1ccccc1)C(=O)OCC(=O)NC1CCCCC1	-12	3
63	CC(Sc1nnc(-c2cccnc2)n1N)C(=O)Nc1ccc2c(c1)OCCO2 (stereo not given)	6	1
64	CCOC(=O)[C@@H]1[C@H]2COc3cc(OC)ccc3[C@H]2N2C(=O)N(c3cccc(Cl)c3)C(=O)[C@@]12C	-17	1
65	Cc1cccc(C2=NN(c3ccc(Br)cc3)[C@@H](C(=O)N3CCOC3=O)[C@@H]2c2ccccc2)c1	-5	148
66	Cc1oc2c(c(=O)c1C)C(=O)CC(c1ccccc1)C2 (stereo not given)	13	10
67	CC(C)c1nc(SCC(=O)N2CCc3ccccc32)n[nH]1	1	0

A second format for some results above.
66	Cc1oc2c(c(=O)c1C)C(=O)CC(c1ccccc1)C2 (stereo not given)
  H9c2 TAG inh = 13	H9c2 TAG inh DAPI viability = 10
63	CC(Sc1nnc(-c2cccnc2)n1N)C(=O)Nc1ccc2c(c1)OCCO2 (stereo not given)
  H9c2 TAG inh = 6	H9c2 TAG inh DAPI viability = 1
61	Cc1cccc(C)c1NC(=O)C1=C(O)c2sccc2N(C)S1(=O)=O
  H9c2 TAG inh = -5	H9c2 TAG inh DAPI viability = 1
64	CCOC(=O)[C@@H]1[C@H]2COc3cc(OC)ccc3[C@H]2N2C(=O)N(c3cccc(Cl)c3)C(=O)[C@@]12C
  H9c2 TAG inh = -17	H9c2 TAG inh DAPI viability = 1

Grouped by structure, those above containing bromine (3)
#	molecule	H9c2 TAG inh	H9c2 TAG inh DAPI viability
8	Cc1ccc(C)c(NS(=O)(=O)c2cc(Br)cnc2N)c1	9	-3
43	Oc1ccc(Br)cc1-c1cc(-c2ccccc2Cl)[nH]n1	-21	7
65	Cc1cccc(C2=NN(c3ccc(Br)cc3)[C@@H](C(=O)N3CCOC3=O)[C@@H]2c2ccccc2)c1	-5	148

A portion of the library. The share of hits here may be higher or lower than overall.
